MITF inh – blocks human microphthalmia-associated transcription factor; O75030; AlphaScreen MITF homodimerization, bead proximity signal; inhibition, % at 2.6 µM; 650,000 compounds, 0.91% hits; in the data active = inhibition above about 50%;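 note: 0% = vehicle wells with protein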
Target sequence (O75030 whole entry, looked up): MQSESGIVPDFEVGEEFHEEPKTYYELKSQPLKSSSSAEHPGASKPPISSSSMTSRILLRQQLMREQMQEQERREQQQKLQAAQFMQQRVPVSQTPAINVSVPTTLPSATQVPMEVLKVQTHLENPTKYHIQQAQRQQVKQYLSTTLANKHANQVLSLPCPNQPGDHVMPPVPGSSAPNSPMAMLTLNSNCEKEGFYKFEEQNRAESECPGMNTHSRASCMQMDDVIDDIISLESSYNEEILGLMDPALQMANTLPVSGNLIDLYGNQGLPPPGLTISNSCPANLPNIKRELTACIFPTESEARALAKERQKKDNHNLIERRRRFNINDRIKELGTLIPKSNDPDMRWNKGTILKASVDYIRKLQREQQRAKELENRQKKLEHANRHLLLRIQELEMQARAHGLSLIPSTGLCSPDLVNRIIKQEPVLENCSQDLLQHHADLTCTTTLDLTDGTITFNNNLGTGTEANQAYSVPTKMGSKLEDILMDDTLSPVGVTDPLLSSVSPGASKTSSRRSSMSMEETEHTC
FBW7 act – activators of human E3 ligase FBW7. AlphaScreen FBW7–phospho-cyclin E peptide binding, activator screen. normalized activity (activation), % at 26.1 µM. AID 1259310. 650,000 compounds, 0.13% hits. Q969H0; in the data active = normalized activity above about 1.9%;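 note: purified mutant Fbw7 with reduced substrate affinity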
TEAD-YAP inh – TEAD-YAP interaction inhibition; HEK-TIYL cells, TEAD-Gal4/YAP UAS-luciferase luminescence; inhibition, % at 9.12 µM; 640,000 compounds, 1.4% hits; AID 1259422; in the data active = inhibition above about 32%;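 note: 0% = median of test compound wells and 100% = reference inhibitor wells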
GPR151 ag – activates the human receptor GPR151; Q8TDV0; PathHunter beta-arrestin GPR151 cells, luminescence; activation, % at 11.2 µM; 650,000 compounds, 1% hits; AID 1508602; in the data active = activation above about 4.9%;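 note: 0% = median of compound wells and 100% = cells with positive control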
Target sequence (Q8TDV0 whole entry, looked up): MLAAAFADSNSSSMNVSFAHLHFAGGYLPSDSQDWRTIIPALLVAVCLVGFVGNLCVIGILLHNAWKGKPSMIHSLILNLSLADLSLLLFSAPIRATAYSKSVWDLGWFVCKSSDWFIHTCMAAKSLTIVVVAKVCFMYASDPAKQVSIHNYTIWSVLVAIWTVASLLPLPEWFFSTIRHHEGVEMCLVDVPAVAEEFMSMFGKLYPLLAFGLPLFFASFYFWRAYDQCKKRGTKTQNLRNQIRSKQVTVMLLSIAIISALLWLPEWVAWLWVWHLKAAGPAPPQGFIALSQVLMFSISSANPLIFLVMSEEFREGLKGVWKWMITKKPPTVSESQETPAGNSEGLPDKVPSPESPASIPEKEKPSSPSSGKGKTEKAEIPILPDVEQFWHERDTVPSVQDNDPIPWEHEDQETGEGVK
Starred values were filed as active, the others as inactive; & = joins results of further samples.

Fields: MITF inh | FBW7 act | TEAD-YAP inh | GPR151 ag
1. CCOC(=O)c1c(NC(=O)c2ccc(S(=O)(=O)N3CCOCC3)cc2)sc2c1CCN(C(=O)OCC)C2
  0 | 0.1 | 11 | 0.2
2. C#CCOc1c(I)cc(/C=N/O)cc1OC
  -3 | -0.1 | -4 | 0.0
3. N#Cc1c(N2C(=O)c3ccc(C(=O)O)cc3C2=O)sc2c1CCCC2
  11 | 0.1 | 10 | 0.0
4. O=C(O)CC1(CC2=NS(=O)(=O)c3ccccc3N2)CCCC1
  0 | -0.2 | -8 | -1.8
5. Cc1cc(C)nc(SCC(=O)N2C3CCC2CC(c2ccc(F)cc2)C3)n1 (configuration not stated)
  -2 | 0.1 | -12 | 0.9
6. Cc1noc(CNC(=O)c2ccc(F)cc2F)n1
  10 | 0.8 | 7 | -0.9
7. Cc1cccc2nc3n(c12)CCC(OCCOC(=O)c1ccc(Br)o1)=C3
  -2 | -0.1 | 16 | -0.5
8. CC(C)OCCCNC(=S)Nc1ccc(OC(F)F)cc1
  1 | -0.1 | -5 | 0.3
9. CCOC(=O)Cn1c(=NC(=O)c2cccc(N3C(=O)CCC3=O)c2)sc2ccccc21
  6 | -0.1 | 12 | 0.9
10. Cc1nc2cccnc2n1CCNC(=O)c1cnccn1
  11 | 0.1 | -6 | -0.9
11. CCOc1cc(C(=O)Nc2ccc3nc(N4CCN(CC)CC4)cc(C)c3c2)cc(OCC)c1OCC
  3 | -0.1 | -2 | -0.1
12. Cc1nc2c(C(=O)NCCC(C)C)cnn2c(C)c1Cc1cccc(Cl)c1
  -4 | 0.0 | -7 | -0.1
13. COc1ccc(C2=NC(c3ccc(Cl)cc3)NC(c3ccccc3O)C2)cc1 (configuration not stated)
  5 | 0.0 | -65 | -1.8
14. COc1ccc(Cl)cc1S(=O)(=O)N1CCN(CC(=O)Nc2ccccc2C(F)(F)F)CC1
  13 | 0.3 | -23 | 1.4
15. CCCCOc1ccc(C(=O)NNC(=O)c2ccccc2Cl)cc1
  2 | 0.0 | -4 | 0.5
16. Cc1ccc(-c2nnc(C3CCN(S(=O)(=O)c4cccc(C#N)c4)CC3)o2)cc1
  13 | 0.1 | 1 | 1.1
17. CCC(=O)Nc1ccc(C2=NNC(=Nc3ccc(C)cc3)SC2)cc1
  16 | 0.0 | -7 | 0.5
18. C=CCOC(=O)C1=C(C)NC2=C(C(=O)CC(C)(C)C2)C1c1cc2c(cc1Cl)OCO2 (configuration not stated)
  -7 | 0.0 | 1 | 0.8
19. CCOc1cccc(-c2cc(C(=O)N/N=C\c3ccccc3)[nH]n2)c1
  3 | 0.0 | -24 | -0.9
20. Cc1ccccc1NC(=O)CSc1nnc(C2CC2)n1C
  14 | 0.0 | 2 | -0.2
21. CCCCNC(=O)CSc1ccc(C(=O)Nc2ccccc2OC)cc1[N+](=O)[O-]
  3 | 0.0 | 8 | 2.1
22. COc1ccc(-c2cc(C(F)(F)F)n3nc(C(=O)Nc4ccc(Cl)c(Cl)c4)cc3n2)cc1OC
  6 | 0.1 | -1 | -0.6
23. CCCOc1ccc(C2C(=O)N(C3CCCCCC3)CC(=O)N2Cc2ccco2)cc1OC (configuration not stated)
  8 | 0.1 | -15 | 0.3
24. CCOc1ccc(N=Cc2c(O)n(CC)c(=S)[nH]c2=O)cc1
  -4 | 0.1 | 0 | 6.0*
25. Cc1sc2nc(SCC(=O)NCc3ccc4c(c3)OCO4)[nH]c(=O)c2c1C
  -12 | 0.0 | 9 | -0.4
26. CC(C)OCCCN1C(=O)C2C(C(=O)Nc3ccc(Cl)cc3)C3C=CC2(O3)C1C(=O)NC1CCCC(C)C1C (configuration not stated)
  -6 | -0.2 | 3 | 0.6
27. COc1ccc(C2C(=O)N(C3CCCCCC3)CC(=O)N2CCc2ccccc2)cc1 (configuration not stated)
  -2 | 0.0 | -3 | 1.5
28. O=C(Nc1cc(Oc2cccc(Cl)c2)cc([N+](=O)[O-])c1)c1c(F)cccc1F
  0 | -0.2 | 3 | 1.6
29. C=CCOCC(O)Cn1c(N2CCN(CC)CC2)nc2c1c(=O)[nH]c(=O)n2C (configuration not stated)
  -3 | -0.2 | 3 | -1.3
30. O=C1N[C@@H](CO)C(=O)N2CCN(Cc3cnn(-c4ccc(F)cc4)c3)C[C@H]12
  13 | 0.1 | -4 | 0.3

Retrieved by structure from the list above (3):
Fields: MITF inh | FBW7 act | TEAD-YAP inh | GPR151 ag
20. Cc1ccccc1NC(=O)CSc1nnc(C2CC2)n1C
  14 | 0.0 | 2 | -0.2
13. COc1ccc(C2=NC(c3ccc(Cl)cc3)NC(c3ccccc3O)C2)cc1 (configuration not stated)
  5 | 0.0 | -65 | -1.8
28. O=C(Nc1cc(Oc2cccc(Cl)c2)cc([N+](=O)[O-])c1)c1c(F)cccc1F
  0 | -0.2 | 3 | 1.6

Back to the main list with the 2 entries that preceded the break.
Fields: MITF inh | FBW7 act | TEAD-YAP inh | GPR151 ag
29. C=CCOCC(O)Cn1c(N2CCN(CC)CC2)nc2c1c(=O)[nH]c(=O)n2C (configuration not stated)
  -3 | -0.2 | 3 | -1.3
30. O=C1N[C@@H](CO)C(=O)N2CCN(Cc3cnn(-c4ccc(F)cc4)c3)C[C@H]12
  13 | 0.1 | -4 | 0.3
31. CC(=O)Nc1ccc(-c2csc(NC(=O)Cc3cccc(F)c3)n2)cc1
  6 | -0.1 | -2 | 1.3
32. Cc1nc(NCc2cccnc2)c2nnn(Cc3ccccc3)c2n1
  3 | 0.1 | -8 | 1.0
33. O=C1OC(c2ccccc2Br)=N/C1=C\c1ccc(-c2ccc(I)cc2)o1
  13 | 0.0 | -22 | 0.0
34. COc1cc(S(=O)(=O)N2CCCC2)c(C)cc1C
  6 | 0.1 | -5 | 0.1
35. S=C1OC(c2ccccc2)=C/C1=C/N1CCOCC1
  12 | 0.3 | 3 | -1.1
36. CCN1CCN(c2cc(C)c3cc(NC(=O)/C(C)=C\c4ccccc4)ccc3n2)CC1
  13 | 0.1 | -2 | -1.0
37. CC(Sc1ncnc2c1oc1ccccc12)c1ccccc1 (configuration not stated)
  -14 | -0.2 | -2 | 0.2
38. NCc1cccc(CNC(=O)c2c[nH]c3cc(-c4cn[nH]c4)ccc23)c1
  -11 | -0.3 | -12 | 5.1*
39. CC1(Cc2cccc(C(N)=O)c2)C(=O)Nc2c(C(F)(F)F)cccc21 (configuration not stated)
  9 | -0.2 | -7 | 0.5
40. COc1cc(-c2cnc3c(Nc4ccc(C(C)C)cc4)nccn23)cc(OC)c1OC
  -1 | 0.2 | -7 | 0.1
41. Cc1ccc(C#N)c(SCC(=O)c2ccc(C(=O)CSc3nc(C)ccc3C#N)cc2)n1
  11 | 0.1 | -22 | -0.1
42. Cc1cc(C)cc(OCC(=O)Nc2ccc(S(=O)(=O)Nc3cc(C)nc(C)n3)cc2)c1
  -3 | 0.0 | -2 | -0.6
43. NC(=O)c1c(NC(=O)c2cnccn2)sc2c1CCCCCC2
  6 | -0.1 | -7 | 0.3
44. S=C(NCCN1CCOCC1)N/N=C/c1cccs1
  2 | -0.2 | -3 | -0.8
45. CCCCN(C)C(=O)CSc1nc(Nc2cc(OC)cc(OC)c2)c2ccccc2n1
  13 | 0.1 | 9 | 1.8
46. Cn1c(=O)c2c(nc(Cl)n2Cc2ccccc2Cl)n(C)c1=O
  -5 | 0.3 | 5 | 0.9
47. Cc1ccc2nc(-c3ccc(NC(=O)CSc4n[nH]c(N)n4)cc3)sc2c1
  2 | 0.2 | 48* | -0.8
48. CSc1cccc(NC(=O)C2C3C=CC4(O3)C2C(=O)N(C2CCCCC2C)C4C(=O)NC2CCCC(C)C2C)c1 (configuration not stated)
  7 | 0.2 | -5 | 0.4
49. O=[N+]([O-])c1cc(C(F)(F)F)cc([N+](=O)[O-])c1N=C1CCN(c2ccccc2)N1
  11 | 0.4 | 1 | -1.1
50. O=C(CCCn1c(=S)[nH]c2ccsc2c1=O)Nc1ccc(F)cc1
  -8 | -0.1 | -2 | 0.6
51. COc1cc(SC)ccc1C(=O)NCCOc1ccccc1C
  1 | 0.0 | -45 | -2.0
52. CCN1CCN(C(=O)c2sc3ncn(Cc4cccc(F)c4)c(=O)c3c2C)CC1
  13 | -0.2 | 7 | 0.4
53. O=C(O)CCC(NC(=S)Nc1ccccc1)C(=O)O (configuration not stated)
  9&7 | 0.5&0.1 | -2&8 | -0.2&-0.4
54. CCOC(=O)C1=C(C(=O)OCC)SC(=C2C(=S)C(C)(C)N(C(=O)c3cccc(OC)c3)c3ccc(OC)cc32)S1
  8 | 0.1 | 0 | -0.7
55. O=C(Nc1cccc2ccccc12)C1CCN(S(=O)(=O)c2ccc(Cl)s2)CC1
  -15 | 0.3 | -1 | 0.2
56. CCOC(=O)N1CCN(c2ncnc3c2c(-c2ccccc2)cn3-c2cccc(C)c2)CC1
  -7 | 0.1 | -2 | 0.6
57. O=C(NCc1ccccn1)c1cccc(OC2CCN(C(=O)c3cscn3)CC2)c1
  8 | 0.2 | 14 | -0.1
58. CN(C)c1ccc(/C=N/OCC(=O)N(Cc2ccccc2)C(C)(C)C)cc1
  18 | 0.1 | -3 | -1.4
59. COc1cccc(C(=O)N2CCc3cc(OC)c(OC)cc3C2COc2ccc([N+](=O)[O-])cc2)c1 (configuration not stated)
  1 | -0.1 | 5 | -0.8
60. O=C(Nc1ccncc1)c1cccnc1SCc1cccc([N+](=O)[O-])c1
  -6 | 0.0 | -8 | -0.2

Part of the list above in another layout:
entry | mol | MITF inh | FBW7 act | TEAD-YAP inh | GPR151 ag
44 | S=C(NCCN1CCOCC1)N/N=C/c1cccs1 | 2 | -0.2 | -3 | -0.8
33 | O=C1OC(c2ccccc2Br)=N/C1=C\c1ccc(-c2ccc(I)cc2)o1 | 13 | 0.0 | -22 | 0.0

The list continues.
Fields: MITF inh | FBW7 act | TEAD-YAP inh | GPR151 ag
61. Cc1cc(-c2cn[nH]c2C2CCCN(C(=O)Cc3ccccc3F)C2)on1 (configuration not stated)
  11 | -0.1 | 6 | 0.5
62. O=C(Nc1cc(Oc2ccc(Br)cc2)cc([N+](=O)[O-])c1)c1ccc(F)cc1
  5 | -0.1 | 13 | -0.5
63. Cc1cc(C)c(C(=O)CC2(O)C(=O)Nc3ccccc32)c(C)c1 (configuration not stated)
  11 | 0.1 | 3 | -0.5
64. COC(=O)c1nn(-c2ccc3c(c2)CCN3C(C)=O)cc1O
  -2 | 0.0 | 94* | -10
65. CCOC(=O)c1c(-c2ccc(C)cc2)csc1NC(=O)c1cccc(N2C(=O)CCC2=O)c1
  14 | 0.0 | -5 | -0.4
66. CC(=O)c1ccccc1OCC(O)CN1CCN(c2ccc(F)cc2)CC1 (configuration not stated)
  -9 | -0.1 | -4 | -1.5
67. CCN(CC)C(=O)Cn1cnc2sc(C(=O)N3CCc4ccccc4C3)c(C)c2c1=O
  -6 | -0.1 | -7 | -1.2
68. N#Cc1cc2c(nc1SCC(=O)N1c3ccccc3Sc3ccc(Cl)cc31)CCC2
  2 | 0.1 | -1 | 1.9
69. COc1ccc(NC(=S)NN2CCN(C)CC2)c(OC)c1
  13 | 0.5 | 11 | 1.3
70. O=C(/C=C/C(=O)c1ccccc1)OCc1ccc([N+](=O)[O-])cc1
  15 | 0.0 | 12 | -1.0
71. CN(C)c1ccc(/C=c2\sc3ncnn3c2=O)cc1
  -15 | 0.1 | 0 | -1.4
72. COc1ccc(-c2nc(C(N)=O)c3[nH]c(=O)n(-c4ccc(C)cc4)c3n2)cc1O
  -6 | -0.3 | 67* | 0.3
73. CC1CN(S(=O)(=O)c2ccc(C(=O)N=c3sc4c5ccccc5ccc4n3C)cc2)CC(C)O1 (configuration not stated)
  18 | 0.9 | 1 | 4.6
74. CC(=O)N1CC[C@H]2[C@H](CCCN2C(=O)c2cc(-c3ccccc3)n[nH]2)C1
  16 | 0.3 | 4 | -0.2
75. CCOc1ccc(C(=O)N[C@H](C(=O)OCC(=O)Nc2sccc2C(N)=O)C(C)C)cc1
  9 | 0.2 | -4 | -0.8
76. O=C(Nc1ccc(-c2nc3ccccc3s2)c(O)c1)C1=COCCO1
  2 | 0.0 | -23 | -1.5
77. O=C(Cc1ccccc1)NCc1nnc(SCC(=O)Nc2nccs2)n1-c1ccc(F)cc1
  12 | 0.1 | -4 | -0.1
78. Nc1ccc(S(=O)(=O)Nc2nccc(/C=C/c3cccc(Br)c3)n2)cc1
  15 | 0.0 | -26 | -1.5
79. COCCNC(=O)c1ccc(-n2c(SCc3cccc(F)c3)nc3ccccc3c2=O)cc1
  -10 | 0.0 | -4 | 0.6
80. CCNc1nc(N)c(C(=C(C#N)C#N)c2ccccc2)s1
  1 | 0.3 | 17 | 2.1
81. CCOc1ccc2[nH]c(=O)c(CN(CCCO)C(CC)c3nnnn3C(C)(C)C)cc2c1 (configuration not stated)
  -7 | 0.1 | -5 | 1.2
82. O=C(O)CCCNC(=O)Cc1c[nH]c2ccccc12
  -7 | 0.2 | -5 | 0.7
83. CCNc1sc(C#N)c(C#N)c1C(=O)c1ccccc1
  -3 | -0.1 | 20 | 0.4
84. COc1ccccc1C1C(C#N)=C(N)OC(CSc2nc(C)c(C)c(C)c2C#N)=C1C(=O)OC(C)C (configuration not stated)
  0 | -0.1 | 0 | 0.6
85. Cc1cccc2c1[nH]c1nc(SCC(C)C)nnc12
  3 | -0.1 | -55 | -0.1
86. N#CC1=C(N)Oc2cc(N)ccc2C1c1c(Cl)cccc1Cl (configuration not stated)
  13 | 0.1 | 20 | 0.1

Screens: PubChem BioAssay, The Scripps Research Institute Molecular Screening Center
